HCV core dimer: HCV core protein dimerization inhibition; TR-FRET GST/Flag-core106 dimerization, 1536-well; inhibition, % at 5 µM; hit rate 0.33% among 300,000; AID 1899;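 active = inhibition above the mean of all tested compounds plus 3 SD, set per screening campaign, cut at about 45% in these data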
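Assay system – GST-tagged and Flag-tagged HCV core protein residues 1-106 · Quantity – core106 proteins, GST 13.5 nM and Flag 17 nM · Benchmarks – unlabelled core106 and no-GST-core106 wells · Read-out basis – percent inhibition of core106 dimerization signal · Detection – time-resolved FRET, ex 340 nm, em 617 and 671 nm · Schedule – 4 h at 22.5 °C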
proCasp7 act: activates human procaspase-7, counter-screen for procaspase-3 activators | activation, % at 8.5 µM | hit rate 0.093% among 330,000 | recombinant procaspase-7, Ac-DEVD-pNA absorbance 405 nm; D23A/D198A/D206A triple mutant, cannot self-cleave; scale: DMSO 0, 5 µM enzyme 100 | P55210;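 active = percent activation above the screen-wide mean plus 3 SD, cut at about 25% in these data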
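Test system: Procaspase-7 triple mutant (PC-7 D3A). Also added: Ac-DEVD-pNA substrate, 400 µM as added. Schedule: 1 h enzyme–compound preincubation and 2 h substrate reaction, both 25 °C. Signal: p-Nitroaniline absorbance at 405 nm, read at 0 and 120 min. Control set: low DMSO alone, high DMSO plus 5 µM PC-7.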
Fh CTSL1 inh: cathepsin L1 inhibition, PFM18AAP counter-screen; recombinant F. hepatica cathepsin L1, Z-Leu-Arg-MCA fluorescence; inhibition, % at 5.96 µM; hit rate 0.49% among 300,000;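 active = inhibition above the mean of all tested compounds plus 3 SD, set per screening campaign, cut at about 17% in these data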;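 note: 0% = plate median of test compound wells and 100% = 1 µM Z-Phe-Ala-diazomethylketone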
JMJD2C inh: human JMJD2C demethylase inhibition; AID 2099; inhibition, % at 2.35 µM; hit rate 0.069% among 330,000; Q9H3R0; GST-JMJD2C(1-420) H3K9me3 demethylation, DELFIA europium;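 active = more than half of a compound's replicate wells show inhibition beyond 50%, single wells judged on their own value; inconclusive = some, but no more than half, of replicates pass 50% inhibition; inactive = no replicate passes 50% inhibition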;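 note: signal counts dimethyl H3K9 product captured on neutravidin plate; 0% = median of DMSO wells and 100% = 0.3 times that DMSO median; strong numbers were not always called active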
Target sequence (Q9H3R0 1-420 limits assumed): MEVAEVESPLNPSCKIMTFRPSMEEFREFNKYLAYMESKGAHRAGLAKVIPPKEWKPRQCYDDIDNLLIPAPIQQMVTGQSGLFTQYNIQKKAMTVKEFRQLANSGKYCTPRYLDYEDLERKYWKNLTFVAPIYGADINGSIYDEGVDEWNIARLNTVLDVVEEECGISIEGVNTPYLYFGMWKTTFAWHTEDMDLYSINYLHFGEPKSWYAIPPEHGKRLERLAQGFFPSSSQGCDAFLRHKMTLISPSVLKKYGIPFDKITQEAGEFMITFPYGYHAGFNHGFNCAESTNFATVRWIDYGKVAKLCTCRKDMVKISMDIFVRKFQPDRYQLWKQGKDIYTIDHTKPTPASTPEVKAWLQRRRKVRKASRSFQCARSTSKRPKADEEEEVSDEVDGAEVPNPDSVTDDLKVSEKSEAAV
proCasp3 act: activators of human procaspase-3; recombinant procaspase-3 D3A, Ac-DEVD-pNA absorbance 405 nm; hit rate 0.11% among 330,000; P42574; AID 463141; activation, % at 8.5 µM;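 active = activation above the mean of all tested compounds plus 3 SD, cut at about 21% in these data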;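 note: 0% = DMSO alone and 100% = DMSO wells spiked with extra 5 µM PC-3 D3A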
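Technique: 405 nm absorbance of p-nitroaniline, reads at 0 and 120 min; Test system: Procaspase-3 D3A mutant; Incubation: 1 h enzyme-compound preincubation, then 2 h substrate reaction, 25 °C; Repeats: singlicate, each compound tested once; Benchmarks: low control DMSO wells, high control DMSO plus 5 µM PC-3 D3A.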
Efflux pump mplx: antifungal efflux pump inhibition, Nile Red retention. S. cerevisiae Candida pump triplex. inhibition, % at 10 µM. hit rate 0.44% among 330,000. AID 485275;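 active = plate passing quality check with inhibition over a set limit, or well fluorescence over plate mean plus 4 SD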;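 note: Nile Red retained in pooled yeast measured as flow cytometry median fluorescence; 0% = buffer negative control and 100% = Enniatin B positive control; higher means more Nile Red kept so more efflux inhibition; some compounds called inactive have numbers as strong as hits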
PP1 counter: counter-screen for PP5 inhibitors: inhibitors of human PP1-alpha. P62136. purified PP1alpha, OMFP fluorescence. inhibition, % at 6.7 µM. hit rate 0.9% among 320,000. AID 2235;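 active = inhibition above the mean inhibition of all tested compounds plus 3 SD, computed separately for each screening campaign, cut at about 15% in these data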
PP5 inh: blocks human protein phosphatase 5 activity | AID 1987 | purified PP5c, OMFP substrate fluorescence | inhibition, % at 6.7 µM | hit rate 0.18% among 320,000;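 active = inhibition above the campaign's mean inhibition across all tested compounds plus 3 SD, cut at about 9.5% in these data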;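 note: 0% = DMSO only and 100% = 100 µM cantharidin control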
Target sequence (P53041 whole entry, looked up): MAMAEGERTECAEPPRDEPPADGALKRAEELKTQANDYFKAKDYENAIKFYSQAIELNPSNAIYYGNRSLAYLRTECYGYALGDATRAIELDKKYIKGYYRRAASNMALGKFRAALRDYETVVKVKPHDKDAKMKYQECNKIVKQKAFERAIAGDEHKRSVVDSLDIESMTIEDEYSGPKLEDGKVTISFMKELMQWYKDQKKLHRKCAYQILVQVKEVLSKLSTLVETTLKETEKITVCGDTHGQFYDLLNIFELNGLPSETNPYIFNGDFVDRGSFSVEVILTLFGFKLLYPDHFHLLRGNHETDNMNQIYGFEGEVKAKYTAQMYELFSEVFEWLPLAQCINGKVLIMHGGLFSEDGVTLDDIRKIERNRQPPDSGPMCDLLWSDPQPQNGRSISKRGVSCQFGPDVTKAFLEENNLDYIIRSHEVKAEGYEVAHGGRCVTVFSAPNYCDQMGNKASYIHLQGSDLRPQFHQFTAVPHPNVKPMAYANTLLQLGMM
TPT1 inh: C. albicans TPT1 enzyme inhibition | inhibition, % at 5 µM | recombinant caTPT1, FP RNA substrate dephosphorylation | hit rate 0.81% among 300,000 | AID 1962;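 active = inhibition above the mean of all tested compounds plus 3 SD, set per screening campaign, cut at about 24% in these data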;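 note: plate controls were DMSO alone for no effect and ferristatin control at 100 nM for full effect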
An asterisk follows results filed as active; ? = inconclusive; . = no result given.

Preview:
The line under a structure holds: proCasp3 act	Efflux pump mplx	proCasp7 act	Fh CTSL1 inh	HCV core dimer	PP1 counter	TPT1 inh	JMJD2C inh	PP5 inh
- O=C(NCc1ccccc1)C1Cc2ccccc2CN1C(=O)c1ccco1 (configuration not stated)
  1	-0.1	-4	0	2	-1	3	-1	-0.4
- CN(Cc1nc(Cc2cccc(C(F)(F)F)c2)no1)C1CC(C)(C)NC(C)(C)C1
  -1	0.0	2	7	1	1	-8	39	1.1
- Cc1cc(C)c(NS(=O)(=O)c2ccc(Cl)c(C(=O)O)c2)c(C)c1
  2	-0.8	17	-2	0	-1	-1	-35	-0.2

The listing, repeating the preview:
The line under a structure holds: proCasp3 act	Efflux pump mplx	proCasp7 act	Fh CTSL1 inh	HCV core dimer	PP1 counter	TPT1 inh	JMJD2C inh	PP5 inh
- O=C(NCc1ccccc1)C1Cc2ccccc2CN1C(=O)c1ccco1 (configuration not stated)
  1	-0.1	-4	0	2	-1	3	-1	-0.4
- CN(Cc1nc(Cc2cccc(C(F)(F)F)c2)no1)C1CC(C)(C)NC(C)(C)C1
  -1	0.0	2	7	1	1	-8	39	1.1
- Cc1cc(C)c(NS(=O)(=O)c2ccc(Cl)c(C(=O)O)c2)c(C)c1
  2	-0.8	17	-2	0	-1	-1	-35	-0.2
- CC(C)c1nnc(NC(=O)c2cc3ccccc3o2)s1
  0	0.0	-2	1	-2	0	-1	0	3.2
- COc1ccc(NC(=O)Cn2c(=O)n(Cc3ccco3)c(=O)c3ccccc32)cc1
  -1	0.0	-5	0	0	4	-5	-22	3.1
- Cn1c(SCC(=O)C(C)(C)C)nnc1-c1ccncc1
  4	0.0	7	1	3	-8	1	-5	-0.3
- COc1ccccc1NC(=O)/C(=N/OCc1ccc(F)cc1)C(C)=O
  3	-0.2	-2	-6	0	-4	-2	-11	-0.2
- CSc1nnnn1-c1ccc(C)c(Cl)c1
  2	14*	13	-1	0	5	-1	6	0.5
- O=C(c1cc(Br)ccc1Cl)N1CCN(c2ccc(N3CCOCC3)nn2)CC1
  -2	-0.1	12	10	2	-4	0	4	0.8
- Cn1ccs/c1=N\S(=O)(=O)c1ccc(C(C)(C)C)cc1
  8	0.1	-6	0	12	-2	-1	-7	1.9
- CSc1nc2ccc(NC(=O)CSc3nnc(N)s3)cc2s1
  5	-0.2	4	-4	9	0	1	-3	-0.6
- Cc1ccc(C(=O)CN(Cc2ccccc2)C2=NCCS2)cc1
  1	0.5	2	4	-4	-1	-3	11	3.7
- Cc1ccc(NC(=O)Nc2ccc(S(N)(=O)=O)cc2)cc1
  0	0.2	-3	2	5	-1	7	-15	2.1
- Cc1nnc(NC(=O)CSc2nnc(CNC(=O)c3ccc(S(=O)(=O)N(C)C)cc3)o2)s1
  -6	0.1	-9	-4	-6	-5	-2	-2	1.7
- C=CCn1c(=O)c2ccccc2n2c(SC(C)C(N)=O)nnc12 (configuration not stated)
  -6	0.0	8	3	4	-1	-1	-21	1.8
- C=CCNC(=S)N/N=C/c1ccc(OCc2ccccc2)cc1
  0	0.1	9	-2	3	1	-3	9	0.4
- Cc1ccc(NC(=O)NCc2cccnc2)cc1
  -1	0.0	6	1	-1	-4	-1	6	3.1
- CSc1nncn1/N=C/c1cc(Cl)ccc1F
  2	-0.1	2	-1	-8	0	-3	5	0.1
- COc1cccc(-c2n[nH]c(=S)n2Cc2ccco2)c1OC
  -2	-0.2	-11	-1	-1	4	-2	1	0.6
- CC1(C)CC(NC(=O)COc2ccc3ccc(=O)oc3c2)CC(C)(C)N1
  1	0.1	11	2	0	-4	0	?	-1.9
- CCCCn1nnnc1SCC(=O)c1ccc(C)c(C)c1
  -4	0.0	5	3	1	-3	-2	-10	1.4
- Cc1occc1C(=O)NNC(=O)c1ccc(Br)o1
  6	0.4	-7	2	-5	0	4	-9	0.8
- CCN(CC)C(=O)C(=O)c1cccn1-c1cccc(Cl)c1C#N
  -12	-0.1	-6	1	1	3	1	6	-3.2
- Cc1ccc(S(=O)(=O)N2CCCCC2)cc1C(=O)OCC(=O)NC(=O)NC12CC3CC(CC(C3)C1)C2
  0	-0.3	7	-4	2	-5	-2	9	0.3
- CC(Sc1nc(O)c(-c2ccccc2)c(=O)[nH]1)C(=O)Nc1ccc(Cl)cc1 (configuration not stated)
  1	-0.1	12	1	-3	0	-2	0	-2.2
- CC1Cc2cc(S(=O)(=O)N3CCC(C(=O)Nc4ccccn4)CC3)ccc2N1C(=O)C1CCC1 (configuration not stated)
  4	0.0	8	2	6	0	-2	-12	-0.9
- CCCCOc1ccc(C(=O)NCC(=O)NCC(c2ccc(OC)cc2)N2CCOCC2)cc1 (configuration not stated)
  12	0.0	-3	.	.	-1	.	-10	1.1
- O=C(Cn1nnc(-c2ccc([N+](=O)[O-])cc2)n1)NNC(=O)c1ccccc1
  3	0.0	-5	0	-5	0	4	13	-0.4
- CCCNC(=O)COC(=O)/C=C/c1ccc(C)o1
  4	0.4	1	1	1	0	0	3	0.3
- C/C(=C\c1ccc2c(c1)OCO2)C(=O)c1c(C)cc(C)[nH]c1=O
  -6	0.2	2	-1	-4	1	0	3	-2.4

Other entries follow.
The line under a structure holds: proCasp3 act	Efflux pump mplx	proCasp7 act	Fh CTSL1 inh	HCV core dimer	PP1 counter	TPT1 inh	JMJD2C inh	PP5 inh
- CC(=O)Oc1ccc2c(C)c(CC(C)O)c(=O)oc2c1 (configuration not stated)
  24*	-0.1	30*	9	2	-3	-6	1	2.0
- O=C(O)Cn1cc(C(=O)C(F)(F)F)c2ccccc21
  0	0.2	10	-2	-5	-1	-5	-1	3.6
- Cn1c(SCC(=O)c2ccccc2)nnc1C1CC1
  -8	0.0	-5	1	-7	0	-6	5	0.6
- CC(C)CNC(=O)NC1C(NC(=O)NCC(C)C)N(C)C(=O)N1C (configuration not stated)
  3	-0.1	4	0	1	-5	2	-3	-1.3
- Cc1cc(Oc2ccc(C#N)cc2)nc(NCc2ccccc2)n1
  -4	0.0	0	-3	8	-2	-5	4	0.5
- COCCN(C(=O)Cn1nnc2ccccc21)C(C(=O)NC1CCCC1)c1cccc(OC)c1OC (configuration not stated)
  8	0.3	8	0	-5	-3	-2	-2	3.3
- Cc1cc2c(cc1C)C(c1ccccc1F)CC(=O)N2 (configuration not stated)
  2	0.4	7	3	-2	0	4	23	3.5
- CSc1cccc(NC(=S)N2CCC(c3ccccc3)C2)c1 (configuration not stated)
  3	0.0	-1	1	6	5	-1	10	0.9
- O=C(O)c1ccc(NS(=O)(=O)c2ccc(C(=O)Nc3ccccc3)cc2)cc1
  7	-0.1	4	2	-17	-1	-3	1	3.4
- CCCC(C(=O)NCc1ccco1)N(CC1CCCO1)C(=O)CNS(=O)(=O)c1ccc(F)cc1 (configuration not stated)
  -1	0.1	-2	2	-6	3	1	1	-1.0
- O=C(NNS(=O)(=O)c1ccccc1[N+](=O)[O-])c1cccc([N+](=O)[O-])c1
  -4	0.3	-7	-6	0	5	2	3	-4.2
- Cn1c(C(=O)NCc2cccs2)cc2c(=O)n(C)c3ccccc3c21
  6	0.2	3	3	-1	4	-2	-1	0.0
- CN(C(=O)c1ccncc1)C1CCCN(Cc2ccccc2F)C1 (configuration not stated)
  13	0.0	0	-3	3	-3	1	-32	-0.1
- Cc1cc(C)c(C#N)c(Sc2ccccc2N)n1
  -8	0.0	-7	3	-14	-3	1	2	-0.1
- CC(=O)NC(Cc1ccc(F)cc1)C(=O)N1CCN(C(=O)NCc2ccccc2)CC1 (configuration not stated)
  -3	0.0	7	6	-5	-4	-5	1	-2.2
- COc1ccc(Cl)cc1N(CC(=O)N1CCCC1)S(C)(=O)=O
  -2	0.0	4	-1	7	-3	1	0	0.1
- Cc1cc(=O)oc2cc(OCCSCCN3CCCC3)ccc12
  -1	-0.1	4	-5	-1	-5	-1	-8	-0.3
- CC(=O)N1CCc2cc(S(=O)(=O)NC(C(=O)Nc3nc(C)cs3)C(C)C)ccc21 (configuration not stated)
  1	0.1	1	-3	-4	-7	1	8	2.6
- Cc1ccc(C2N=C(N)Nc3nc4ccccc4n32)cc1 (configuration not stated)
  7	0.1	9	4	-2	-3	1	13	0.5
- COc1ccccc1OCc1nnc(SCC(=O)c2cc(Cl)ccc2OC)o1
  -1	0.4	1	6	4	17*	2	5	3.3
- COc1ccccc1N(CC(=O)N1CCCCCC1)S(=O)(=O)c1ccc(C)cc1
  5	0.0	-4	6	-16	4	-2	2	-0.9
- COc1ccc(OC)c(S(=O)(=O)Nc2cccc(O)c2)c1
  5	-0.1	5	-1	-1	7	-2	-3	-0.4
- CCC(CO)N=C1CC(C)(C)CC(=O)/C1=C(/O)CCCN1C(=O)c2ccccc2C1=O (configuration not stated)
  0	0.0	8	0	-4	5	-3	-46	0.8
- COc1ccccc1N(C)S(=O)(=O)c1ccc(C(=O)Nc2ccc3nc(C)sc3c2)cc1
  -11	0.2	3	-1	0	0	8	-2	5.9
- COc1cccc(NC(=O)[C@@H]2CCCN2C(=O)C2CCN(S(=O)(=O)c3ccc(C)cc3)CC2)c1
  -5	0.1	8	3	9	-1	0	-1	-1.1
- CC(C)CN1C(=O)C(=O)N(CC(=O)c2ccc[nH]2)C1=O
  -5	0.1	13	-3	1	0	-6	4	-0.5
- CC(C)Cn1c(-c2cc([N+](=O)[O-])ccc2Cl)nc2c1c(=O)[nH]c(=O)n2Cc1ccccc1
  6	0.0	1	0	5	-1	4	-7	1.3
- O=C1CC(N2CCSCC2)C(=O)N1CCc1ccccc1 (configuration not stated)
  -6	0.0	-10	-4	-2	-4	0	-4	-0.4
- CCN(CC)CCOC(=O)c1ccc(NC(=O)CNC(=O)C2CCCCC2)cc1
  2	0.0	-1	2	-5	4	1	2	-0.8
- O=C(Nc1ccccc1)/C(=C/c1cccnc1)NC(=O)c1ccccc1
  -4	0.0	-12	8	-16	-5	-2	0	0.4

Continued:
The line under a structure holds: proCasp3 act	Efflux pump mplx	proCasp7 act	Fh CTSL1 inh	HCV core dimer	PP1 counter	TPT1 inh	JMJD2C inh	PP5 inh
- Cc1cccc(C(=O)Nc2ccc3c(c2)ncn3C)c1
  1	-0.1	4	-4	0	-1	0	2	1.9
- O=C(NNC(=O)c1cccs1)c1ccco1
  7	0.2	4	-9	-1	-1	-1	4	-0.9
- COc1cc2cc(CCCOC(=O)c3ccc(C(F)(F)F)cc3)oc(=O)c2cc1OC
  2	0.1	-1	.	.	-2	.	5	1.0
- COc1ccc(C(=O)OCC(=O)NC2CC2)cc1[N+](=O)[O-]
  1	0.0	5	-1	0	-6	2	36	0.8
- CCC1=NC(c2ccc(OC)c(OC)c2)N(O)C1(C)C (configuration not stated)
  6	0.0	-3	-4	-4	-3	1	6	2.4
- O=C1c2ccsc2SCCN1Cc1ccc(F)cc1
  5	0.0	-1	-3	-12	5	-3	14	-2.5

Rows were taken by chance. Share with any hit: about 2.9%.
